TcdB GH inh: blocks C. difficile toxin B glycohydrolase activity. TcdB glycohydrolase enzymatic assay, plate reader. inhibition, % at 9.99 µM. 0.24% of 350,000 active. AID 652162; in the data active = inhibition above about 10%
CCHFV vOTU inh: CCHFV vOTU protease inhibition; 0.55% of 370,000 active; Pep-AMC fluorescence; inhibition, % at 11.5 µM; in the data active = inhibition above about 30%; note: 0% = vehicle wells with enzyme and 100% = no enzyme wells
Anthrax LF inh2: anthrax lethal factor protease inhibition; 0.12% of 360,000 active; multiplex microsphere protease cleavage assay, LF; inhibition, % at 10 µM; P15917; note: plate controls were buffer without enzyme for full effect and enzyme alone for no effect
Target sequence (P15917 whole entry, looked up): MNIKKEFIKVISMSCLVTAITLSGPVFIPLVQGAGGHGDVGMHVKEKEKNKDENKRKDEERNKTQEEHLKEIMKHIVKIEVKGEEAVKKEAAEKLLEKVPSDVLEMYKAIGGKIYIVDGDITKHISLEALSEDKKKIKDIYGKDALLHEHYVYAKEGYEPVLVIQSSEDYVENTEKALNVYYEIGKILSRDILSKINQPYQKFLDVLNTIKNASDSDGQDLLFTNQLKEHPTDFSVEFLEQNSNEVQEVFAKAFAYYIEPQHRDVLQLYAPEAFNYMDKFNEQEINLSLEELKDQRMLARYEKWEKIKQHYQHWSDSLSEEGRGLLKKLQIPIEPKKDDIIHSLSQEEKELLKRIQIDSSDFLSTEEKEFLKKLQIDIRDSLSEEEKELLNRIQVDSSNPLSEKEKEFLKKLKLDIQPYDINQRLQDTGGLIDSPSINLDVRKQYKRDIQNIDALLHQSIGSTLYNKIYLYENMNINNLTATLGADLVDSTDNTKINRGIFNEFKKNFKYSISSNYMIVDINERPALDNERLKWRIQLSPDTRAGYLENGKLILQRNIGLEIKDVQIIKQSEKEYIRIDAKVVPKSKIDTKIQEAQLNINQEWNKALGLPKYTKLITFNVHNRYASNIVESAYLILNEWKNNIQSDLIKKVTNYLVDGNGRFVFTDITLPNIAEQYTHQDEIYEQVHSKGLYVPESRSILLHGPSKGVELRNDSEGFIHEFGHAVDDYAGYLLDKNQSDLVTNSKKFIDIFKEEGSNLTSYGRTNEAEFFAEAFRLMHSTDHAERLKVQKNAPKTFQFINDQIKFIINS
BoNT F protease: blocks Botulinum neurotoxin F light chain protease; inhibition, % at 10 µM; Multiplex microsphere protease cleavage assay, flow cytometry; 0.22% of 360,000 active; AID 588497; in the data active = inhibition above about 35%, passing the limit was not always enough; inconclusive = no clear call, values can overlap the other calls; note: plate controls were buffer without enzyme for full effect and enzyme alone for no effect
FadD28 binding: M. tuberculosis FadD28 bisubstrate binding inhibition; FadD28 bisubstrate probe binding, fluorescence polarization; inhibition, % at 12.5 µM; 0.22% of 360,000 active; in the data active = inhibition above about 8.5%, passing the limit was not always enough; inconclusive = no clear call, values can overlap the other calls
PfHsp40 rescue: compounds rescuing yeast from Plasmodium falciparum HSP40 toxicity; S. cerevisiae expressing PfHsp40, growth rescue, ATP luminescence; growth rescue, % at 12.5 µM; 0.68% of 340,000 active; in the data active = growth rescue above about 28%, passing the limit was not always enough; inconclusive = no clear call, values can overlap the other calls;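 note: yeast W303a lacking pdr1 and pdr3 grown in galactose medium; growth measured after three days at 30 °C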
BoNT-A LC inh2: inhibitors of Botulinum neurotoxin A light chain protease. multiplex microsphere protease substrate cleavage, flow cytometry. inhibition, % at 10 µM. 0.17% of 360,000 active. AID 588499; note: plate controls were buffer without enzyme for full effect and enzyme alone for no effect
PrPC surface inh: cell surface PrPC inhibition, primary TR-FRET screen; TR-FRET read-out; AID 720596; 0.43% of 370,000 active; inhibition, % at 13.8 µM; P04156; in the data active = inhibition above about 24%; note: 0% = median of the test wells and 100% = reference compound wells
Yp Topo-I inh: Y. pestis Topo-I inhibition via cleavage products | Y. pestis Topo-I cleavage product accumulation, plate reader | 0.064% of 360,000 active | activity, % at 10 µM; in the data active = activity above about 50%, passing the limit was not always enough; inconclusive = no clear call, values can overlap the other calls; note: inactives centre near 2
Starred values were filed as active, the others as inactive; ? = inconclusive; nt = not tested or not shown; & = joins results of further samples. Cut-off read from the data, not from the text of the source, unless noted: active = inhibition above about 30%; inconclusive = no clear call, values can overlap the other calls; inactive = below that. Rows were taken by chance; 2.3% or so of the library scored in one or more.

cpd	mol	TcdB GH inh	CCHFV vOTU inh	Anthrax LF inh2	BoNT F protease	FadD28 binding	PfHsp40 rescue	BoNT-A LC inh2	PrPC surface inh	Yp Topo-I inh
1	Cc1ccccc1CSc1nc2ccccc2c(=O)n1C	0.8	3	5	15	-1.1	-0.2	1.1	5	6
2	COc1ccc(N2CCN(C(=O)CN3CCN(C(c4ccccc4)c4ccccc4)CC3)CC2)cc1	nt	7	-1	-4	0.8	1.3	-1.3	-2	0
3	CCn1c(Cc2cccs2)nnc1SCC(=O)NC(C)(C)C	2.2	4	-2	0	1.2	-0.6	-0.5	2	-5
4	O=C(OCCN1CCOCC1)c1ccccc1Cl	2.2	4	-5	8	-2.4	0.3	0.1	3	0
5	O=C(CSc1nncn1-c1ccccc1F)NC1CC1	-0.1	-7	-2	-2	-2.1	0.3	0.1	-10	-8
6	O=C(Nc1ccc2c(c1)N(Cc1ccccc1)C(=O)c1ccccc1S2)NC1CC1	nt	-8	0	2	-8.0	-0.1	0.3	7	0
7	O=C(NCCc1ccccc1)c1ccc(-c2ccc(F)cc2)o1	1.4	-15	0	-1	-1.3	1.1	-0.1	8	8
8	CCc1noc(C)c1C(=O)N1CCN(S(=O)(=O)c2ccc(Cl)cc2)CC1	1.6	8	-1	-7	-3.1	-2.1	-0.5	-3	5
9	COCCNc1nc(-c2cc(C)n(CCc3ccc(OC)cc3)c2C)cs1	-0.8	8	-32	-74	-4.4	-0.9	15	0	-19
10	Cc1ccc(C(=O)N/N=C/c2cccc(OC(=O)/C=C/c3ccco3)c2)cn1	1.2	-8	-2	-4	-15	0.7	-0.3	-6	17
11	COc1ccccc1N1CCN(C(=O)C(=O)N/N=C/c2cccc(O)c2)CC1	nt	-1	-1	3	-0.1	-0.9	0.7	6	8
12	CN1CN(C)c2ccc([N+](=O)[O-])c3cccc1c23	1.4	17	0	5	0.0	-0.6	3.7	-21	-10

Additional structures
cpd	mol	TcdB GH inh	CCHFV vOTU inh	Anthrax LF inh2	BoNT F protease	FadD28 binding	PfHsp40 rescue	BoNT-A LC inh2	PrPC surface inh	Yp Topo-I inh
13	CN(C(=O)COC(=O)c1ccc2c(=O)n3c(nc2c1)CCC3)C1CCS(=O)(=O)C1 (stereo not given)	-0.6	-30	-7	-3	0.6	-0.4	0.1	-8	1
14	CC(C)C(c1nnnn1C(C)(C)C)N1CCOCC1 (stereo not given)	nt	-4	-2	-8	-3.8	-1.9	0.3	-2	0
15	Cc1ccc(S(=O)(=O)NCCN2CCOCC2)cc1	nt	-6	4	3	-1.0	-0.6	0.0	3	7
16	O=C(NCc1ccco1)c1ccc(CS(=O)Cc2cccc(Cl)c2)o1 (stereo not given)	0.3	-7	0	6	-1.6	-1.5	0.3	4	-6
17	CCOc1ccc(NS(=O)(=O)c2ccc3[nH]c(=O)[nH]c3c2)cc1	0.2	-6	0	-21	-1.5	-1.6	0.3	6	1
18	O=C(CSc1nccn(-c2ccc3c(c2)OCCO3)c1=O)Nc1ccccc1	1.6	-1	-1	?	-1.6	-0.4	2.3	-7	6
19	O=C(Nc1ccccc1)C1=C[C@H](C2CCCCC2)C[C@H](OCc2ccc(CO)cc2)O1	0.7&2.3	3	1	1	-5.4	5.5	-0.2	14	30
20	O=C(Cn1ncc2c3ccccc3n(Cc3ccc(F)cc3)c2c1=O)N1CCN(c2ncccn2)CC1	nt	34*	-1	10	-1.5	3.8	-0.1	-3	30
21	CCCS(=O)(=O)NC(=O)C1(C)CCCN(C(=O)c2c(F)cccc2F)C1 (stereo not given)	-0.3	-17	-4	7	-0.1	nt	0.3	-12	5
22	C/C(N)=C(/C#N)C(=O)CSc1cc(C)c2cc(C)cc(C)c2n1	-0.1	2	-2	-11	-4.8	-1.1	-0.3	4	-5
23	COCCN1C[C@@H](CO)O[C@@H](n2cnc3c(NC(C)C)ncnc32)C1	1.6	-1	0	1	-2.1	nt	-0.2	-5	2
24	COc1cccc(C2C3=C(CCCC3=O)Nc3nc(-c4cc(OC)c(OC)c(OC)c4)nn32)c1 (stereo not given)	nt	2	3	3	-9.6	1.2	1.8	5	2

Filtered by structure: those above with fluorine
cpd	mol	TcdB GH inh	CCHFV vOTU inh	Anthrax LF inh2	BoNT F protease	FadD28 binding	PfHsp40 rescue	BoNT-A LC inh2	PrPC surface inh	Yp Topo-I inh
5	O=C(CSc1nncn1-c1ccccc1F)NC1CC1	-0.1	-7	-2	-2	-2.1	0.3	0.1	-10	-8
7	O=C(NCCc1ccccc1)c1ccc(-c2ccc(F)cc2)o1	1.4	-15	0	-1	-1.3	1.1	-0.1	8	8
20	O=C(Cn1ncc2c3ccccc3n(Cc3ccc(F)cc3)c2c1=O)N1CCN(c2ncccn2)CC1	nt	34*	-1	10	-1.5	3.8	-0.1	-3	30
21	CCCS(=O)(=O)NC(=O)C1(C)CCCN(C(=O)c2c(F)cccc2F)C1 (stereo not given)	-0.3	-17	-4	7	-0.1	nt	0.3	-12	5

Next part
cpd	mol	TcdB GH inh	CCHFV vOTU inh	Anthrax LF inh2	BoNT F protease	FadD28 binding	PfHsp40 rescue	BoNT-A LC inh2	PrPC surface inh	Yp Topo-I inh
25	O=C(CCc1ccccc1)NCCC1=CCCCC1	-0.4	16	-4	-12	-2.7	-1.0	-2.2	7	8
26	COc1ccc(-c2noc(CN(C)C(=O)CCCN3C(=O)[C@H]4CC=CC[C@H]4C3=O)n2)cc1	0.5	0	3	1	-0.1	nt	-0.2	-2	9
27	COc1ccc(C(=O)C2CCCN(Cc3ccc4nonc4c3)C2)cc1F (stereo not given)	0.9	6	-4	0	-3.6	1.0	-0.5	-9	1
28	Cc1ccc2occ(/C=C/C(=O)O)c(=O)c2c1	nt	7	0	-2	-2.4	-0.7	-0.4	1	-7
29	CCCn1c(CCl)nc2cc(S(=O)(=O)N3CCOCC3)ccc21	0.7	-10	-5	-8	-1.5	-0.4	-0.4	2	4
30	O=C(CC(C(=O)O)c1cccc(Cl)c1)c1ccccc1 (stereo not given)	0.5	8	3	4	1.2	-3.0	1.8	10	-5
31	Cc1ccc(SCC(=O)N2c3ccccc3Sc3ccccc32)cc1	nt	-6	4	1	-6.3	0.8	0.2	5	46
32	CCCC1CC(C)(C(=O)Cn2[nH]c(=O)ccc2=O)OC1=O (stereo not given)	0.5	1	-1	4	1.7	-0.2	0.4	3	-8
33	Cc1ccc(NCCC(=O)c2cccs2)cc1C	2.7	-8	2	-2	-1.9	0.0	-0.9	0	-1
34	CS(=O)(=O)c1ccc(-c2cc(NC=O)c3ncc(-c4ccc(F)cc4)n3c2)cc1	-0.2	-8	0	6	-4.1	nt	0.5	-21	-2
35	Cc1ccc(CNC(=O)CN(c2ccc(C)cc2)S(=O)(=O)c2c(C)nn(C)c2C)cc1	-0.6	-5	1	0	-3.2	0.2	-0.9	1	19
36	Cn1cccc1C(=O)OCC(=O)N1CCc2ccccc21	-0.1	9	3	2	0.9	0.3	-0.2	-2	2

Later entries.
cpd	mol	TcdB GH inh	CCHFV vOTU inh	Anthrax LF inh2	BoNT F protease	FadD28 binding	PfHsp40 rescue	BoNT-A LC inh2	PrPC surface inh	Yp Topo-I inh
37	Cc1cc(C(=O)N2CCN(C(c3ccccc3)c3ccccc3)CC2)no1	nt	-4	-2	-5	-1.1	-0.8	-2.8	-2	-5
38	Oc1cccc2c(-c3nn[nH]n3)ccnc12	-1.4	5	-3	-6	-2.7	-0.7	0.8	1	5
39	COC(=O)c1cc(NC(=O)C2(S(=O)(=O)c3ccc(C)cc3)CC2)cc(C(=O)OC)c1	nt	-9	0	1	-0.1	0.3	0.2	0	1
40	O=C(CN1N=C(C(F)(F)F)CC1(O)c1ccc([N+](=O)[O-])cc1)c1ccccc1 (stereo not given)	nt	-5	-2	-17	0.0	-0.2	-1.2	-11	-9
41	COc1ccc(OC)c2c1cc(C(=O)N[C@H](C(=O)N1CCC[C@H]1C(=O)O)C(C)C)n2C	-3.0	25	2	1	-1.0	-1.0	0.1	7	-1
42	CC(/C=N/NC(=O)Cn1cnc2ccccc21)=C\c1ccccc1	1.7	-2	-2	0	0.8	1.1	-0.4	6	2
43	N#Cc1c2ccc(OCC(=O)NCc3ccco3)cc2n2ccccc12	1.3	-8	-10	0	2.2	-0.2	-3.6	-2	-9
44	CN(CC(=O)N(C)CC(=O)Nc1c(Cl)cccc1Cl)Cc1ccccc1F	1.0	-2	-1	-8	-2.4	-0.1	-1.4	-1	1
45	O=C(OCc1c(-c2ccccc2)ncc2ccccc12)c1cccs1	0.4	2	-4	-5	-3.1	1.3	0.4	-8	-4
46	Cc1ccccc1-n1ccnc1SCC(=O)O	nt	8	-2	-2	1.0	-1.6	-0.7	2	-2
47	O[C@H]1C[C@H](c2ccc(Cl)cc2)N(CC2CCCCC2)C[C@@H]1n1cc(C2CC2)nn1	-0.1	24	-3	-1	-1.8	nt	0.0	7	-2
48	Cc1ccc(NC(=O)C2Cc3ccccc3O/C2=N\O)cc1C (stereo not given)	2.4	6	0	-16	-1.8	0.1	0.8	6	-2

Carrying on.
cpd	mol	TcdB GH inh	CCHFV vOTU inh	Anthrax LF inh2	BoNT F protease	FadD28 binding	PfHsp40 rescue	BoNT-A LC inh2	PrPC surface inh	Yp Topo-I inh
49	CC(=O)NS(=O)(=O)c1cccnc1Nc1cccc(Cl)c1C	-0.6	0	-1	0	-2.1	-0.2	-0.3	7	2
50	COc1ccc(N/C=C(\C2OC(=O)c3ccccc32)[N+](=O)[O-])cc1 (stereo not given)	1.9	-9	4	12	?	1.2	0.2	2	-4
51	COc1cccc(NC(C)C(=O)N2CC(C)OC(C)C2)c1 (stereo not given)	nt	-2	-2	3	-1.6	0.8	?	-5	-10
52	COc1ccc(C(=O)COC(=O)c2nc3nccc(C)n3n2)cc1F	0.8	1	0	-8	-1.1	0.9	-4.7	-3	-1
53	Cc1cc(C)c(S(C)(=O)=O)c(S(=O)c2ccc(Cl)cc2)n1 (stereo not given)	nt	-4	nt	nt	-1.1	-1.1	nt	-6	7
54	COC(=O)c1cc(S(=O)(=O)N2CCOCC2)c(Cl)cc1N1CCOCC1	nt	1	-7	-3	-2.0	-0.6	0.4	-1	1
55	O=C(O)c1ccc(Nc2ccc([N+](=O)[O-])c3nonc23)cc1	1.6	2	-4	-7	0.5	0.6	1.4	-48	6
56	CCCCOc1ccc(S(=O)(=O)Nc2cc(OC)ccc2OC)cc1	nt	16	0	-10	-1.1	0.2	1.3	14	32
57	O=C(CCC(=O)N(CC(=O)NC1CCCCC1)Cc1ccccc1)Nc1ccccn1	0.8	14	-3	-2	-2.4	-1.1	-0.2	8	-11
58	COC(=O)Nc1ccc(S(=O)(=O)N2CCC(C(=O)N(C)C3CCCCC3)CC2)cc1	-0.7	31*	-3	0	-0.7	1.2	0.2	5	16
59	CC(=O)Nc1nnc(CCN2CCCCC2)s1	nt	-4	nt	nt	-1.2	-2.3	nt	4	-2
60	CCCNC(=O)c1cc(C2CCCCN2C(=O)c2ccc3ccccc3c2)on1 (stereo not given)	1.9	6	-4	2	-3.6	nt	-0.1	-8	24

Further records
cpd	mol	TcdB GH inh	CCHFV vOTU inh	Anthrax LF inh2	BoNT F protease	FadD28 binding	PfHsp40 rescue	BoNT-A LC inh2	PrPC surface inh	Yp Topo-I inh
61	Cc1cc(C)n2c(Nc3c(C)cccc3C)c(-c3cccnc3)nc2n1	-0.4	-1	3	-3	nt	nt	0.6	-5	nt
62	Cc1ccc(Oc2ccccc2/C=C2\SC(=O)N(C)C2=O)cc1	nt	-3	1	4	-0.3	-0.7	3.2	-2	0
63	COc1cc(O)c(C(CCN2CCCC2)c2ccc3c(c2)OCO3)c(OC)c1 (stereo not given)	0.2	1	5	-1	-6.0	0.2	0.1	-7	1
64	COc1ccc(-c2noc(CSc3nc(N)cc(=O)[nH]3)n2)cc1	1.1	9	-8	-1	-1.8	-1.9	-0.3	6	1

In the list so far, these have a tert-butyl group:
cpd	mol	TcdB GH inh	CCHFV vOTU inh	Anthrax LF inh2	BoNT F protease	FadD28 binding	PfHsp40 rescue	BoNT-A LC inh2	PrPC surface inh	Yp Topo-I inh
3	CCn1c(Cc2cccs2)nnc1SCC(=O)NC(C)(C)C	2.2	4	-2	0	1.2	-0.6	-0.5	2	-5
14	CC(C)C(c1nnnn1C(C)(C)C)N1CCOCC1 (stereo not given)	nt	-4	-2	-8	-3.8	-1.9	0.3	-2	0

Assay outcomes from PubChem.
